Screening results from PubChem.
uPA surface inh: blocks generation of uPA at the cell surface | cell surface uPA generation assay, qHTS | Potency, µM (highest dose often 38.3 µM), for inactives: top-dose activity change, negative = inhibition, usual class: inhibitors | 330,000 compounds, 0.31% hits | AID 540303; active = well fitted inhibition curve with a large enough effect; inconclusive = small, poorly fitted or top-dose-only effect; inactive = no such curve, though single readings can be large or run the other way; tested in mouse RAW 264.7 cells; also: potency is read from the fitted curve at half-maximal effect; % is scaled to controls: 0 for no effect and ±100 for the full control effect; nearly all actives have a fitted effect of over 55% in size
BRCA1 expr act: activators of BRCA1 expression; MCF7-BRCA1-FFLuc reporter, luminescence, 48 h; response scale: scaled: vehicle 0%, 10 µM genistein 100%; Potency, µM (highest dose often 46.1 µM), for inactives: at the highest dose activation, usual class: activators; 380,000 compounds, 1.1% hits; AID 624202; also: potency is read from the fitted curve at half-maximal effect; nearly all actives have a fitted effect of over 80% in size; some results filed as inactive show a strong effect at the top dose
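Luminescence from a BRCA1-driven firefly luciferase in MCF7 cells was read after 48 h compound exposure at 37 C. Data normalized against DMSO and a 10microM genistein activation control, then curve-fitted across the titration.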
USP2a block: USP2a (human) protease inhibition; O75604; USP2 core, Ub-CHOP2 coupled fluorogenic reporter, 485/531; Potency, µM (highest dose often 38.3 µM), for inactives: at the highest dose activity change, negative = inhibition, actives largely listed as inhibitors; 330,000 compounds, 0.01% hits;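 also: potency is read from the fitted curve at half-maximal effect; plate controls were DMSO wells for no effect and full inhibition by NEM control for full effect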
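USP2 core (10nM final) preincubated 30min RT with compound in 20mM Tris-HCl pH 8.0, 2mM CaCl2, 2mM beta-mercaptoethanol, 0.05% CHAPS; 25nM Ub-CHOP2 plus 25nM reporter substrate added, fluorescence (Ex485/Em531) read after 60min.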
TRPV1 agonist: agonists of human vanilloid receptor 1 (TRPV1) | TRPV1-expressing cells, Fluo-8 calcium influx, agonist mode | activation, % at 8.33 µM | 320,000 compounds, 0.19% hits | AID 540275; in the data active = activation above about 80%; inconclusive = between about 30% and that limit; also: 0% is about no effect
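Cells expressing TRPV1 were dye-loaded with Fluo-8 and read kinetically: 10 s baseline, 3 min after compound (agonist portion), then 2 min after EC20 capsaicin (allosteric enhancer portion). Calcium-bound dye fluorescence at 480/520 nm.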
PTAP TSG101 blk: blocks PTAP/TSG101 interaction to inhibit HIV-1 budding. AID 493005. Fluorescence polarization, FITC-PTAP peptide / Tsg101 binding. 340,000 tested, under 10 active. Potency, µM (top dose mostly 115 µM), for inactives: at the top dose activity change, negative = inhibition, usual class: inhibitors; active = well fitted inhibition curve with a large enough effect in the main read-out, with a control signal flat, not every such curve was filed as active; inconclusive = small, poorly fitted or top-dose-only effect, or effect the other way, or a change in a side signal; inactive = no such curve, though single readings can be large or run the other way; also: potency is read from the fitted curve at half-maximal effect; % of control where 0% means no effect
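Steps: Tsg101 binding domain dispensed (10 uM final), compounds pinned in DMSO, FITC-labeled PTAP-motif peptide added (50 nM final); after 20 min binding at room temperature, polarization measured.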
Eya2 inh: Eya2 (human) phosphatase inhibition. O00167. recombinant Eya2, OMFP fluorescence dephosphorylation (OMFP is methylfluorescein phosphate). 330,000 compounds, 0.006% hits. Potency, µM (top dose mostly 76.9 µM), inactives show at the top dose activity, negative = inhibition, actives largely listed as inhibitors; also: potency is read from the fitted curve at half-maximal effect; % is scaled to controls: 0 for no effect and ±100 for the full control effect
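Eya2 (0.2 uM) preincubated 10 min at ambient with compound, then OMFP substrate added at 50 uM; 10 min reaction in 50 mM HEPES pH 7.5, 50 mM NaCl, 5 uM MgCl2, 0.05% BSA, 1 mM DTT. Fluorescence read at Ex 485/Em 525 nm.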
p53 reactivator: restores transcriptional activity of mutant p53; H1299 p53-A138V BP100-luciferase reporter, luminescence, 24 h; Potency, µM (highest dose often 92.2 µM), without a hit: at the highest dose activity change, positive = activation, hits mostly activators; 320,000 compounds, 0.063% hits; also: potency is read from the fitted curve at half-maximal effect; % of control where 0% means no effect; nearly all actives have a fitted effect of over 45% in size
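p53-null H1299 cells stably carrying temperature-sensitive p53-A138V and a BP100-luciferase reporter were pinned with compounds (4-point, 1:5 series) and held 24 hrs at 37 deg C. Luminescence was read 10 min after detection reagent.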
a7 integrin act: activators of alpha7 integrin expression for muscular dystrophy; Potency, µM (doses to about 38.3 µM), inactives show at the top dose activation, actives largely listed as activators; alpha7betagal myoblasts, beta-gal FDG fluorescence, 48 h; 350,000 compounds, 0.064% hits;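 also: potency is read from the fitted curve at half-maximal effect; 100% = response of the positive control SU9516; nearly all actives have a fitted effect of over 60% in size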
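alpha7betagal+/- myoblasts (passage 13, 250/well) treated 48 h at 37C with compounds at 1:260 dilution of DMSO stock. Lysed, then beta-galactosidase activity read as FDG fluorescence (ex 480/em 540) after 30 min, with pre-read for autofluorescence.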
S-ASM inh: inhibitors of human secretory acid sphingomyelinase; placental ASM, HMU-PC fluorogenic substrate, 60 min; AID 504937; Potency, µM (doses to about 57.5 µM), without a hit: at the top dose activity change, negative = inhibition, most hits filed as inhibitors; 340,000 compounds, 0.006% hits; P17405; also: potency is read from the fitted curve at half-maximal effect
Target sequence (P17405 47-631 limits assumed): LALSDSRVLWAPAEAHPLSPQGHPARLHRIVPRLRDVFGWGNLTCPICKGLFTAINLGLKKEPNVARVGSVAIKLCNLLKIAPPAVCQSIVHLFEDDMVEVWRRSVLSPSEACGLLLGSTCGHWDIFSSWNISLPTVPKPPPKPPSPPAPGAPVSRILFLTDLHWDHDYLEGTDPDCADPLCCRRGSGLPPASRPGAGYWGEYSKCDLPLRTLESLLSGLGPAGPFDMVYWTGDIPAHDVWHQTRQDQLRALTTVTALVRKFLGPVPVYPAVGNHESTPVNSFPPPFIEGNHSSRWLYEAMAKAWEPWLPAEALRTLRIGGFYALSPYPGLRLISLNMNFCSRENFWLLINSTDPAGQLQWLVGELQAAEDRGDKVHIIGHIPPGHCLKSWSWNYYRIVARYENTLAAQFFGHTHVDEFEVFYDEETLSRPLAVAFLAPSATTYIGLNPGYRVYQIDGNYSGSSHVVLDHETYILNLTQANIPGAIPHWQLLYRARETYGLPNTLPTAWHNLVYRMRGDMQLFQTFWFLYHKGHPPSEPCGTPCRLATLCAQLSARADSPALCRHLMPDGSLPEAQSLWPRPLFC
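Fluorogenic HMU-PC substrate (9 uM final) is turned over by placental ASM in 60 min at 37 C after a 10 min compound preincubation. Reaction ended by alkaline stop (pH 10), with fluorescence read at 386/447 nm.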
ELG1 genotox: induces genotoxicity in HEK293T cells with luciferase-tagged ELG1; HEK293T ELG1-luciferase reporter, luminescence, 16 h; Potency, µM (doses to about 46 µM), inactives show top-dose activity change, positive = activation, actives largely listed as activators; 330,000 compounds, 1.3% hits; AID 504466; also: potency is read from the fitted curve at half-maximal effect; % of control where 0% means no effect; nearly all actives have a fitted effect of over 60% in size
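HEK293T cells expressing luciferase-tagged ELG1 were treated with compound or DMSO for 16 hr at 37°C. Luciferase activity was then read after 30 min with ONE-Glo at room temperature; rising signal flags genetic stress.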
B2AR arrestin: agonists driving beta-arrestin recruitment to human beta2-adrenergic receptor; P07550; beta-arrestin recruitment to beta2AR, cell-based reporter; Potency, µM (highest dose often 46.1 µM), inactives show at the top dose activation, actives largely listed as activators; 330,000 compounds, 0.02% hits; AID 492947;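 also: potency is read from the fitted curve at half-maximal effect; 0% = DMSO controls and full agonism = EC100 isoproterenol or metaproterenol; nearly all actives have a fitted effect of over 65% in size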
Target sequence (P07550 whole entry, looked up): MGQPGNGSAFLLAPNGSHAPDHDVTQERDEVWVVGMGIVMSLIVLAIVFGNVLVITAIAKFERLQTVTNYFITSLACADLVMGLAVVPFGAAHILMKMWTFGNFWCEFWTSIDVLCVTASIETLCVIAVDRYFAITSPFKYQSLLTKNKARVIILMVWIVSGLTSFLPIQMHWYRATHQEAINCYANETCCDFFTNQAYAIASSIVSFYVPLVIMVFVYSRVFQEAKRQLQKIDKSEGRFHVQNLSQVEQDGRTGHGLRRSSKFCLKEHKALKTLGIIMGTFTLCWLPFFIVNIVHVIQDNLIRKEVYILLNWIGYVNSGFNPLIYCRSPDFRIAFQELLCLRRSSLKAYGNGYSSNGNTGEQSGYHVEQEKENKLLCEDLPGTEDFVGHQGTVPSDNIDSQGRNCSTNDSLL
Numbers without * were called inactive; ? = inconclusive; . = not tested or not shown; [ ] = remark or other dose. Unless noted, calls follow the shape of the dose curve; as a rule, active = well fitted curve in the direction sought with a large enough effect; inconclusive = small, poorly fitted or top-dose-only effect, or another doubt; inactive = no such curve, though single readings can be large; an effect the other way counts as inactive or inconclusive.

SMILES	uPA surface inh	BRCA1 expr act	USP2a block	TRPV1 agonist	PTAP TSG101 blk	Eya2 inh	p53 reactivator	a7 integrin act	S-ASM inh	ELG1 genotox	B2AR arrestin
CCCCn1c(=O)c2c(nc3n2CCCN3Cc2ccccc2)n(C)c1=O	-2%	-12%	-1%	16	-5%	4%	0%	0%	5%	-9%	-0.7%
O=C(O)c1ccccc1NC(=O)c1cc2ccccc2oc1=O	?	8%	3%	-1	2%	5%	?	-38%	6%	?	0.0%
O=C1C(=O)N(CCS(=O)(=O)c2ccccc2)c2ccc(F)cc21	?	0%	3%	14	0%	19%	-19%	-61%[inhibitor]	0%	0%	0.1%
CC1(C)CC(CC(=O)O)(c2ccccc2)CCO1 (configuration not stated)	1%	-1%	-1%	3	-1%	-7%	-5%	28%	5%	1%	-0.8%
O=C1CCCN1c1cccc(Br)c1	0%	-29%	-1%	-2	-3%	2%	4%	-7%	1%	1%	0.1%
CN(CC(=O)NCCc1ccc(F)cc1)Cc1ccc(Br)cc1	0%	-24%	3%	24	0%	-6%	-4%	7%	-4%	-10%	-0.9%
Cc1csc(=O)n1CCC(=O)OCC(=O)c1c(N)n(C)c(=O)n(C)c1=O	-9%	13%	0%	0	-2%	-1%	-4%	1%	4%	0%	-0.2%
O=C1NC(=S)NC(=O)C1Nc1ccc(Cl)cc1	-8%	29%	.	.	-10%	.	.	10%	5%	.	.
O=C(CSc1nnc(CNC(=O)c2ccco2)o1)Nc1ccccc1C(F)(F)F	-6%	-5%	2%	0	-2%	7%	4%	1%	0%	-5%	0.1%
COc1ccc(NC(=O)CN(C)CC(=O)NCC(=O)Nc2ccc(F)cc2)cc1	-1%	0%	-1%	0	-1%	-6%	6%	0%	0%	2%	-0.1%
CCN(CC)S(=O)(=O)c1cccc(NC(=O)CN(C)Cc2cccc(OC)c2)c1	3%	-34%	-1%	14	-6%	6%	-2%	-24%	-2%	-6%	0.2%
O=C(O)CCC(=O)NCc1c(Cl)cccc1Sc1ccc(Cl)cc1	1%	10%	0%	-1	0%	12%	-3%	25%	-2%	0%	-1.0%
CCCOC1CCCN(C(=O)c2ccc3oc(C(C)C)nc3c2)C1 (configuration not stated)	2%	64%	0%	0	-3%	2%	25%	-11%	.	?	0.5%
O=C(NCCCN1CCCC1=O)c1cc(COc2ccc(F)cc2F)on1	3%	36%	1%	0	-1%	6%	0%	12%	4%	4%	-0.1%
CCc1noc(C)c1C(=O)NNC(=O)c1ccccc1Cl	-6%	1%	4%	3	-3%	6%	-3%	-13%	5%	1%	-0.2%
O=C(O)c1cccc(N2C(=O)c3cccc4cccc(c34)C2=O)c1	-4%	10%	3%	-3	-13%	-1%	6%	21%	1%	-2%	-0.3%
O=C(CCN1CCOCC1)N1CCc2c([nH]c3ccccc23)C1c1cccc(Cl)c1 (configuration not stated)	-2%	-45%	-5%	12	-2%	-4%	-2%	-25%	-3%	-2%	-1.2%
COc1ccccc1CCc1nnc(CCC(=O)NC(C)Cc2cccnc2)o1 (configuration not stated)	-28%	0%	0%	-6	1%	-2%	0%	?	3%	-2%	0.4%
Cc1cccc(C)c1NC(=O)CS(=O)CC(=O)N1CCN(c2ccccc2)CC1 (configuration not stated)	3%	-3%	3%	1	1%	4%	-1%	3%	-1%	-2%	0.3%
O=C(CN1CCCN(Cc2ccc(F)cc2Cl)C1=O)NC1CCCC1	2%	-10%	-5%	2	-2%	6%	-3%	5%	3%	-8%	0.1%
CC(C)C(=O)N1CCC(c2nc(-c3ccc(S(=O)(=O)N4CCCC4)cc3)no2)CC1	7%	-2%	0%	1	-1%	17%	3%	-3%	2%	-4%	-3.6%
CCOc1ccc(-c2nc(N)ncc2Oc2cccc(OC)c2)c(O)c1	-6%	-57%	-6%	3	-6%	-16%	-4%	-32%	-13%	-8%	0.3%
O=S(=O)(Nc1ccc(-n2cccc2)cc1)c1ccc(F)cc1	3%	-10%	5%	4	-1%	-5%	1%	11%	-9%	0%	-0.1%
Cc1ccc(C(C)(C)C)cc1S(=O)(=O)N1CCC(C(=O)N2CCN(c3ccc(O)cc3)CC2)CC1	-6%	-51%	-15%	?	-2%	-20%	-9%	-22%	-4%	-1%	0.2%
CSc1nc2c(c(=O)[nH]1)C(c1ccc(Br)cc1)CC(=O)N2 (configuration not stated)	-4%	12%	2%	-3	0%	-7%	-3%	3%	-4%	0%	0.0%
CC(OC(=O)c1ccc(Cl)nc1)C(=O)NC(C)(C)C (configuration not stated)	-3%	1%	-1%	2	-5%	5%	0%	-3%	5%	8%	-0.2%
CCCn1c(Sc2nnnn2-c2ccccc2)n[nH]c1=O	-1%	-24%	-1%	3	-4%	15%	4%	-61%[inhibitor]	2%	-2%	-0.2%
O=C(NCc1ccccc1)c1onc(CSc2ccc(Cl)cc2)c1C(=O)NCc1ccccc1	-12%	-3%	-10%	-1	-2%	7%	7%	-3%	-6%	-1%	0.1%
Cc1ccc(NC(=O)CSc2nnc(-c3cccs3)o2)cc1S(=O)(=O)N1CCCCC1	-1%	-26%	2%	14	-2%	4%	8%	21%	1%	7%	-0.9%
COc1ccccc1C(=O)NNC(=O)c1nn(Cc2ccccc2)c(=O)c2ccccc12	7%	-70%	3%	4	-8%	0%	-1%	-65%[inhibitor]	-1%	-12%	-1.0%
COCCCNC(=S)NC(=O)c1ccc([N+](=O)[O-])cc1	-1%	19%	2%	-8	-3%	-1%	?	-7%	4%	5%	0.6%
COC(=O)c1ccc(CN(c2ccc(C(=O)O)c(O)c2)S(=O)(=O)c2ccc(Cl)c([N+](=O)[O-])c2)cc1	-10%	-52%	-13%	5	1%	0%	-6%	-52%	-17%	-3%	0.5%
COc1cccc(CNC(=O)N2CCN(c3ccccc3Cl)CC2)c1	-1%	3%	2%	?	-6%	4%	0%	-32%	-3%	-3%	-0.5%
N#C/C(=C/c1ccc([N+](=O)[O-])cc1)C(N)=O	-5%	2%	5%	0	-3%	4%	-2%	-14%	1%	-1%	-0.4%
Cc1cccc(NC(=O)Nc2ccc([N+](=O)[O-])cc2)n1	10%	84%	4%	3	0%	3%	1%	25%	7%	9%	-0.2%
C/C(=N\NC(=O)CC#N)c1cc2ccccc2oc1=O	-9%	4%	1%	4	-1%	-7%	10%	-4%	5%	-2%	-2.5%
CN(Cc1ccccc1)C(=O)c1ccc(S(=O)(=O)N(C)c2ccccc2)cc1	?	-4%	3%	.	0%	-4%	-2%	-35%	-1%	-2%	-4.0%
Cc1ccc(S(=O)(=O)C(C#N)c2nc3ccccc3nc2N2CCN(C)CC2)cc1 (configuration not stated)	-8%	-27%	3%	1	1%	5%	-1%	-49%[inhibitor]	-1%	-9%	-0.9%
COc1cccc(CNC(=O)CN2C(=O)COc3ccc(S(=O)(=O)N4CCCCC4)cc32)c1	-3%	0%	-2%	5	-5%	1%	19%	9%	-2%	-1%	0.8%
COc1ccc(CC(=O)NNC(=O)c2ccc(Br)o2)cc1	3%	4%	4%	-6	-1%	-3%	2%	?	4%	17%	-0.3%
CCOC(=O)c1cccc(NC(=O)CSc2nnnn2CC)c1	1%	1%	0%	2	-3%	10%	3%	14%	-7%	0%	-0.8%
CCc1nc(SCC(=O)O)c(C#N)c2c1CCCC2	1%	17%	2%	-1	-5%	8%	-5%	-18%	3%	2%	-0.6%
Cn1c(SCC(=O)Nc2ccc3c(c2)OCO3)nnc1C(F)(F)F	-22%	-18%	7%	.	0%	6%	2%	10%	-3%	2%	0.0%
O=C(NCCOc1ccc(Cl)cc1)C1CC(=O)N(c2ccc(F)cc2)C1 (configuration not stated)	-11%	-4%	0%	2	-7%	-17%	7%	14%	-4%	-6%	-0.5%
COc1cc2c(cc1OC)CN(c1ccc(F)cc1[N+](=O)[O-])CC2	-10%	-12%	4%	-1	-3%	1%	4%	?	0%	13%	-0.6%
Clc1cccc(-c2ccc(C3Nc4cccc5cccc(c45)N3)o2)c1	12%	8%	1%	.	-1%	-3%	1%	.	-7%	0%	4.4%
O=C(NCc1ccc(OC(F)(F)F)cc1)C1CC2Cn3c(nc4ccccc43)C2N1c1ccccc1 (configuration not stated)	-13%	-1%	3%	-2	-2%	1%	16%	-1%	?	1%	0.5%
O=c1c2ccccc2ncn1-c1ccc(Cl)cc1Cl	-10%	10%	0%	-1	-1%	-17%	-3%	6%	2%	2%	0.1%
